# Screening results deposited in PubChem BioAssay by National Center for Advancing Translational Sciences (NCATS).
# Pol iota inh = inhibitors of human DNA polymerase iota; Q9UNA4; Pol iota fluorescent replication assay, 10 min; Potency, µM (doses to about 115 µM), inactives show top-dose activity, negative = inhibition, actives largely listed as inhibitors; 1% of 390,000 active; AID 588590; further: potency means the concentration at half of the fitted maximal effect
#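 Pol iota at 10 nM preincubated 15 min with compounds at room temperature; reaction started with fluorescent substrate, 50 nM final. Fluorescence read kinetically at 0 and 10 min; buffer-only wells as negative control.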
# LDHA inh = LDHA (human) enzyme inhibition. 0.15% of 480,000 active. activity change, % (values are at about 110 or 230 µM). AID 1347041. P00338. purified LDHA, NADH/diaphorase-resazurin fluorescence; hits give low values; in the data active means activity change below about -30%; inconclusive means mostly about -25% to -30%;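 further: plate controls were DMSO wells for no effect and wells without enzyme for full effect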
#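 Human LDH5 at 2 nM final in Tris HCl pH 7.4 with 0.06 mM NADH and 0.2 mM pyruvate, reacted 5 minutes at room temperature. Remaining NADH coupled via diaphorase/resazurin; resorufin fluorescence read at 0 and 20 minutes, normalized to enzyme-free and DMSO wells.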
# Pol kappa inh = DNA polymerase kappa (human) inhibition; Q9UBT6; purified Pol kappa, fluorescent DNA synthesis assay, 10 min; Potency, µM (series often up to 107 µM), without a hit: at the highest dose activity, negative = inhibition, hits mostly inhibitors; 0.53% of 400,000 active; AID 588579; further: potency means the concentration at half of the fitted maximal effect; on the % scale 0 is the no-effect control and ±100 the full control effect
# Target sequence (Q9UBT6 whole entry, looked up): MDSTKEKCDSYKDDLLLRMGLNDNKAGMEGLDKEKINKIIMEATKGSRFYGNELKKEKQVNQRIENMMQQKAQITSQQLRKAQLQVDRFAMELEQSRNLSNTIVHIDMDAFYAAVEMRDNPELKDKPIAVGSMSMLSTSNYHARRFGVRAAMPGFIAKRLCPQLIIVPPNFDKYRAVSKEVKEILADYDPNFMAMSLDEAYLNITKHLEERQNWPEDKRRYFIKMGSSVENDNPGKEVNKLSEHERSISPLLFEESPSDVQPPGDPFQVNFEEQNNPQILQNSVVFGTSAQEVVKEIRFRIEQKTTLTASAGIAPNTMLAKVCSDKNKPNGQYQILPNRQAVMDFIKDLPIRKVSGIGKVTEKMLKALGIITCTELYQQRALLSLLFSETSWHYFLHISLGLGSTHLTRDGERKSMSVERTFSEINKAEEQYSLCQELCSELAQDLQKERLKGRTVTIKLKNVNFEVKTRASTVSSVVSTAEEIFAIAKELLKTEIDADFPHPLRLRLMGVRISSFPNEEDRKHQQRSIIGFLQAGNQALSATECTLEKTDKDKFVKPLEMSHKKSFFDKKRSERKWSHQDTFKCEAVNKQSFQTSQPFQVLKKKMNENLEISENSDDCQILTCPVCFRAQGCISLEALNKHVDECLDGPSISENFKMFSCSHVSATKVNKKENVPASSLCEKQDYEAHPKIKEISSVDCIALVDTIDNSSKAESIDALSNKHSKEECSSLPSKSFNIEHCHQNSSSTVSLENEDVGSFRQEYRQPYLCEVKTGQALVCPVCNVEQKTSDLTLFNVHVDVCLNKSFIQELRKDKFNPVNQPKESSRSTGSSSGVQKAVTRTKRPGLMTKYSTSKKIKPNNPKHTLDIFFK
#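 10 nM Pol kappa was preincubated with compounds for 15 min at room temperature. Reaction started with 50 nM (final) substrate. Fluorescence read kinetically at 0 and 10 min.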
# APE1 inh = APE1 (human) endonuclease inhibition; 0.35% of 350,000 active; recombinant APE1, TAMRA/BHQ-2 abasic DNA cleavage fluorescence; Potency, µM (top dose mostly 65.8 µM), for the others: top-dose activity change, negative = inhibition, actives largely listed as inhibitors;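 further: potency means the concentration at half of the fitted maximal effect; plate controls were vehicle for no effect and reference inhibitor for full effect; nearly all actives have a fitted effect of over 55% in size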
#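 Compound pre-exposure to 0.75 nM APE1, 15 min at ambient temperature. Reaction initiated with 50 nM TAMRA/BHQ-2 THF substrate, read immediately in kinetic mode, 525 nm excitation, 598 nm emission.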
# GRP78 ERSR act = ER stress response induction in glioma; U87-MG GRP78 promoter luciferase reporter, 16 h; Potency, µM, inactives show at the highest dose activation, hits mostly activators; 0.02% of 420,000 active; AID 602332; further: potency means the concentration at half of the fitted maximal effect; series mostly up to about 76 µM; % of control where 0% means no effect; nearly all actives have a fitted effect of over 35% in size
#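 Stably transfected U87-MG glioma cells carrying a GRP78-based luciferase sensor; 16 h compound incubation. Luminescence end-point read 10 min after Bright-Glo addition at room temperature.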
# Pol eta inh = inhibitors of human DNA polymerase eta; recombinant Pol eta, fluorescent DNA replication assay; Potency, µM (top dose mostly 114 µM), without a hit: at the highest dose activity change, negative = inhibition, actives largely listed as inhibitors; 1.2% of 390,000 active; AID 588591; further: potency means the concentration at half of the fitted maximal effect; on the % scale 0 is the no-effect control and ±100 the full control effect
#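 Pol eta (10 nM) was preincubated with compounds for 15 min at room temperature, after which fluorescent replication substrate (50 nM final) was added to start the reaction. Fluorescence was read kinetically at 0 and 10 min.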
# POLB inh = DNA polymerase beta (human) inhibition. P06746. Pol beta primer extension/strand displacement, fluorescence kinetic. Potency, µM (top dose mostly 114 µM), for the others: top-dose activity change, negative = inhibition, usual class: inhibitors. 1.3% of 340,000 active; further: potency means the concentration at half of the fitted maximal effect; on the % scale 0 is the no-effect control and ±100 the full control effect
#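 Kinetic readout of DNA synthesis with strand displacement by Pol beta. Compound and 10 nM enzyme sit 15 min at room temperature; 50 nM substrate starts the reaction, read immediately and at 10 min.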
# Apoferritin bind = candidate novel general anesthetic via apoferritin binding. apoferritin/1-aminoanthracene competitive binding, fluorescence. Potency, µM (series often up to 77.5 µM), for inactives: top-dose activity change, negative = displacement, usual class: inhibitors. 0.074% of 350,000 active. AID 485281; further: potency means the concentration at half of the fitted maximal effect; on the % scale 0 is the no-effect control and ±100 the full control effect; nearly all actives have a fitted effect of over 20% in size
# Target sequence (P02791 2-175 limits assumed): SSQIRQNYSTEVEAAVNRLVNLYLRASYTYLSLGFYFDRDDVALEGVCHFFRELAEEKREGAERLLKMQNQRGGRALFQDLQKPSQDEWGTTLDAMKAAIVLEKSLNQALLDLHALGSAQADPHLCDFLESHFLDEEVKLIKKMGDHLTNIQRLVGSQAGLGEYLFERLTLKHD
#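 Apoferritin-based anesthetic binding model; compound displacement of fluorescent 1-AMA measured as endpoint fluorescence after 10 minutes at room temperature, scaled to free-ligand and complex controls.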
# BLM inh = Bloom syndrome helicase (human) inhibition. Potency, µM (top dose mostly 56.1 µM), for inactives: top-dose activity change, negative = inhibition, usual class: inhibitors. recombinant BLM DNA unwinding, fluorescence dequenching. 0.2% of 350,000 active;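 further: potency means the concentration at half of the fitted maximal effect; plate controls were vehicle for no effect and no enzyme for full effect; nearly all actives have a fitted effect of over 35% in size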
# * marks the source's active call; other numbers are inactive results; ? = inconclusive; / = no result given; & = joins results of further samples; [ ] = another dose, or the depositor's remark. Unless noted, the call rests on the fitted dose curve; in most records, active means well fitted curve in the direction sought with a large enough effect; inconclusive means small, poorly fitted or top-dose-only effect, or another doubt; inactive means no such curve, though single readings can be large; an effect the other way counts as inactive or inconclusive.
1. COc1ccc(C2C(C(C)=O)=C(O)C(=O)N2c2ccccn2)cc1 (stereo unspecified)
2. CCc1cc(C(N)=S)ccn1
3. COc1ccc(C2=NS(=O)(=O)N(C)C(C(=O)N3C(C)CCCC3C)=C2)cc1 (stereo unspecified)
4. O=C(CSc1nc2ccccc2c(=O)n1CCC(=O)N1CCCCC1)NCc1ccccc1
5. COC(=O)c1sccc1NS(=O)(=O)c1ccccc1[N+](=O)[O-]
6. CCCc1cc(=O)oc2cc(C)cc(OC(=O)c3ccco3)c12
7. Cc1ccc(N2C(=O)C3C4C=CC(CNC(=S)N5CCN(c6cccc(C)c6)C(C)C5)(O4)C3C2=O)cc1 (stereo unspecified)
8. COc1ccc(N2C(=O)CC(Sc3nc4c(cc3C#N)CCC4)C2=O)cc1 (stereo unspecified)
screen / no.	1	2	3	4	5	6	7	8
Pol iota inh	-8%	16%&-15%	?	7%	-2%	7%	-3%	-14%
LDHA inh	0	-7&-12	-6	-7	-2	-2	-3	-4
Pol kappa inh	-15%	-8%	-6%	-10%	-3%	3%	2%	-4%
APE1 inh	-9%	34%	-9%	14%	7%	0%	-4%	2%
GRP78 ERSR act	0%	1%&-3%&-6%&-2%&-3%	-4%	-1%	-4%	-2%	5%	-1%
Pol eta inh	7%	-22%&-6%	-6%	-10%	-16%	-5%	-8%	-8%
POLB inh	65%	?	28%	0%	/	-16%	10%	6%
Apoferritin bind	-7%	-2%	?	-4%	/	-19%	-13%	-13%
BLM inh	-6%	-14%	-2%	7%	/	-1%	-1%	-6%

9. N#CC1=C(N)OC2=C(C(=O)CCC2)C1CCc1ccccc1 (stereo unspecified)
10. Cc1ccc2onc(CNC(=O)N3CCN(c4cccc(C)c4C)CC3)c2c1
11. CC(C)CCNC(=O)C(c1cccnc1)N(Cc1ccccc1)C(=O)Cn1nnc2ccccc21 (stereo unspecified)
12. CC(C)NC(=O)N(C)C[C@H]1Oc2ccc(NC(=O)CCC(F)(F)F)cc2C(=O)N([C@H](C)CO)C[C@@H]1C
13. O=C(Oc1cccnc1)c1ccco1
14. CCOc1ccc(-c2cnc(NCc3cccc(Cl)c3)n2C)cc1
15. Cc1c(N2C(=O)/C(=C/C3CC=CCC3)SC2=S)c(=O)n(-c2ccccc2)n1C (stereo unspecified)
16. CCOC(=O)c1c(C)oc2ncnc(Nc3ccc(OC)cc3OC)c12
screen / no.	9	10	11	12	13	14	15	16
Pol iota inh	18%	19%	45%[activator]	-30%	11%	8%	18µM*	33%[activator]
LDHA inh	-4	6	-7	-3	1	-5	7	1
Pol kappa inh	-1%	-5%	-5%	-2%	-1%	-13%	-16%	3%
APE1 inh	-1%	/	/	15%	0%	/	-4%	/
GRP78 ERSR act	-5%	-2%	4%	-5%	-1%	-3%	?	-1%
Pol eta inh	-11%	?	-14%	-3%	3%	-17%	-2%	-22%
POLB inh	-2%	9%	/	/	23%	0%	-29%	31%
Apoferritin bind	-14%	1%	/	/	-8%	?	-11%	-4%
BLM inh	-4%	-4%	/	/	-23%	-3%	-11%	-3%

17. CCC(C)N(C(=O)Cn1cnc2c1c(=O)n(C)c(=O)n2C)C1CCS(=O)(=O)C1 (stereo unspecified)
18. O=C(Nc1ccc2c(c1)C(=O)OC2)c1ccc(Cl)cc1
19. Cn1cc(P(=S)(N2CCOCC2)N2CCOCC2)cc1P(=S)(N1CCOCC1)N1CCOCC1
20. CSc1ccc(S(=O)(=O)N2CCC(C(=O)Nc3ccc(C(N)=O)cc3)CC2)cc1
21. COc1ccccc1-c1nc(-c2ccc(C)nc2OC)no1
22. Cc1ccc(N(CC(=O)NCc2ccc3c(c2)OCO3)S(=O)(=O)c2c(C)noc2C)cc1
23. Cc1ccc(C)c(OCCCC(=O)Nc2ccc(N3CCOCC3)cc2)c1
24. COc1ccc(CN(CC(=O)NCC2CCCO2)C(=O)CNS(=O)(=O)c2ccccc2)cc1 (stereo unspecified)
screen / no.	17	18	19	20	21	22	23	24
Pol iota inh	30%	49%[activator]	10%	?	16%	13%	/	17%
LDHA inh	-7	-2	-7	-5	-10	-10	/	-5
Pol kappa inh	-1%	5%	-4%	-5%	-13%	0%	/	-4%
APE1 inh	12%	13%	3%	15%	-4%	-6%	-2%	74%
GRP78 ERSR act	-2%	3%	0%	1%	-2%	-4%	/	-4%
Pol eta inh	1%	-6%	-10%	14%	10%	-23%	/	-18%
POLB inh	/	87%	2%	29%	19%	9%	5%	1%
Apoferritin bind	/	-8%	4%	7%	5%	-4%	-3%	15%
BLM inh	/	-7%	-1%	-3%	-6%	-8%	-1%	-4%

25. CC1(C)Cc2nc3sc4c(N(CCO)CCO)nnnc4c3cc2CO1
26. O=C(CN1CCCCC1)Nc1nc(-c2ccc(F)c(F)c2)cs1
27. COc1ccc(NC(=S)N(CCCN2CCOCC2)Cc2ccccn2)cc1
28. CN(C)c1nc(NCc2ccccc2)nc(SCC(=O)Nc2ccc(Cl)c(Cl)c2)n1
29. CC(=O)NC(=S)Nc1ccc(NC(=O)c2cccnc2)cc1
30. Cc1cccc(-n2c(-c3ccncc3)n[nH]c2=S)c1C
31. CC1=CS(=O)(=O)CC1Sc1ncn[nH]1 (stereo unspecified)
32. O=S(=O)(NCCc1csc(-c2cccnc2)n1)c1ccc2c(c1)OCCO2
screen / no.	25	26	27	28	29	30	31	32
Pol iota inh	17%	-8%	84%[activator]	23%	1%[58.9 µM]	-2%	?	-14%
LDHA inh	-13	-6	-1	6	2	-1	-5	-3
Pol kappa inh	-7%	2%	3%	-10%	-11%	6%	-9%	2%
APE1 inh	?	4%	4%	-4%	1%	20%	-5%	7%
GRP78 ERSR act	2%	0%	-7%	-6%	-1%	-3%	-3%	0%
Pol eta inh	-8%	-16%	-6%	-17%	-24%	-7%	-1%	-4%
POLB inh	86%	11%	33%	-1%	23%	39%	14%	0%
Apoferritin bind	1%	-6%	-5%	?	-7%	0%	-7%	13%
BLM inh	1%	-11%	0%	-11%	-2%	0%	1%	1%

33. CN(C)c1ncnc2ccc(-c3ccccc3C#N)cc12
34. COc1cc(OC)c(NC(=O)c2c(-c3ccccc3)noc2C)cc1Cl
35. CCOc1cccc(CC(=O)N2CCc3c([nH]c4ccccc34)C2c2ccc(F)cc2)c1OCC (stereo unspecified)
36. Cc1cc(NC(=O)C2CCN(S(=O)(=O)Cc3ccccc3)CC2)ccc1-n1cnnn1
37. COc1cc(C2/C(=C(\O)c3ccc4c(c3)OCCO4)C(=O)C(=O)N2Cc2ccccc2)ccc1O (stereo unspecified)
38. Cc1nc2ccc(C(=O)OCc3nnc(-c4ccc(Br)cc4)o3)cc2nc1C
39. CC(Oc1ccc(Cl)cc1)C(=O)Nc1cccc(S(=O)(=O)N2CCOCC2)c1 (stereo unspecified)
screen / no.	33	34	35	36	37	38	39
Pol iota inh	/	3%	10%	6%	26%	-13%	13%
LDHA inh	/	-3	-7	-2	-2	-6	-2
Pol kappa inh	-11%[60.1 µM]	-10%	-5%[60.1 µM]	-5%	-6%	-4%	-4%
APE1 inh	1%	9%	/	27%	-8%	-16%	16%
GRP78 ERSR act	-4%	-4%	-1%	-1%	2%	-2%	-4%
Pol eta inh	/	-6%	-20%	-13%	2%	-12%	2%
POLB inh	/	9%	-16%	8%	14%	-28%	/
Apoferritin bind	-5%	-6%	4%	13%	-3%	-8%	/
BLM inh	2%	-5%	-12%	6%	1%	-4%	/

# Among those listed so far, these contain a halogen.
12. CC(C)NC(=O)N(C)C[C@H]1Oc2ccc(NC(=O)CCC(F)(F)F)cc2C(=O)N([C@H](C)CO)C[C@@H]1C
14. CCOc1ccc(-c2cnc(NCc3cccc(Cl)c3)n2C)cc1
18. O=C(Nc1ccc2c(c1)C(=O)OC2)c1ccc(Cl)cc1
26. O=C(CN1CCCCC1)Nc1nc(-c2ccc(F)c(F)c2)cs1
28. CN(C)c1nc(NCc2ccccc2)nc(SCC(=O)Nc2ccc(Cl)c(Cl)c2)n1
34. COc1cc(OC)c(NC(=O)c2c(-c3ccccc3)noc2C)cc1Cl
35. CCOc1cccc(CC(=O)N2CCc3c([nH]c4ccccc34)C2c2ccc(F)cc2)c1OCC (stereo unspecified)
38. Cc1nc2ccc(C(=O)OCc3nnc(-c4ccc(Br)cc4)o3)cc2nc1C
39. CC(Oc1ccc(Cl)cc1)C(=O)Nc1cccc(S(=O)(=O)N2CCOCC2)c1 (stereo unspecified)
screen / no.	12	14	18	26	28	34	35	38	39
Pol iota inh	-30%	8%	49%[activator]	-8%	23%	3%	10%	-13%	13%
LDHA inh	-3	-5	-2	-6	6	-3	-7	-6	-2
Pol kappa inh	-2%	-13%	5%	2%	-10%	-10%	-5%[60.1 µM]	-4%	-4%
APE1 inh	15%	/	13%	4%	-4%	9%	/	-16%	16%
GRP78 ERSR act	-5%	-3%	3%	0%	-6%	-4%	-1%	-2%	-4%
Pol eta inh	-3%	-17%	-6%	-16%	-17%	-6%	-20%	-12%	2%
POLB inh	/	0%	87%	11%	-1%	9%	-16%	-28%	/
Apoferritin bind	/	?	-8%	-6%	?	-6%	4%	-8%	/
BLM inh	/	-3%	-7%	-11%	-11%	-5%	-12%	-4%	/

# An excerpt. The share of hits here may be higher or lower than overall.
